HPDE-C7 cytotoxicity: cytotoxicity in HPDE-C7 cells, cell-based, fluorescence, HTS (AID 430) | actives 1.8% (n = 63,000) | HPDE-C7 pancreatic duct cells viability, fluorescence; higher % means a stronger effect | cytotoxicity, % at 10 µM, or EC50 in µM where a hit was titrated;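 also: cells exposed to compound for 48 hours before viability readout; 0% = vehicle and 100% = reference cytotoxic drug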
HT1080 viability: cytotoxicity in HT1080 fibrosarcoma cells, cell-based, fluorescence readout (AID 620); HT1080 viability, fluorescence; higher % means a stronger effect; cytotoxicity, % at 10 µM, or EC50 in µM where a hit was titrated; actives 0.42% (n = 87,000);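 also: cells exposed to compound overnight then 4 h with Alamar Blue; 0% = vehicle DMSO and 100% = killing control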
Spn DPM-DC inh: blocks S. pneumoniae diphosphomevalonate decarboxylase; calls only at 10 µM; actives 0.49% (n = 65,000); purified DPM-DC, PK/LDH coupled NADH fluorescence;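 active = the 320 compounds with the highest percent inhibition in the single-dose primary screen, excluding strongly autofluorescent ones, cut at about 32% in these data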;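 also: kinetic rate of NADH fluorescence loss reporting ADP formed by the decarboxylase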
Alkaline phosphatase: inhibition of tissue-nonspecific alkaline phosphatase – biochemical, luminescent (AID 518) | actives 0.09% (n = 64,000) | purified TNAP enzyme, luminescent substrate readout; higher % means a stronger effect | inhibition, % at 20 µM, or IC50 in µM where a hit was titrated; in the data active = a potency from the dose series; inactive = the rest, 99 in 100 with inhibition below about 22%;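 also: plate controls were vehicle for no effect and reference inhibitor for full effect; many of its hits are not listed in these tables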
Bfl-1 inhibitors: displacement of Bid BH3 peptide from Bfl-1 – biochemical, fluorescence polarization, FITC-Bid, mouse, primary screen (AID 432); FITC-Bid BH3 peptide fluorescence polarization displacement; higher % means a stronger effect; displacement, % at 20 µM, or IC50 in µM where a hit was titrated; actives 0.02% (n = 64,000); in the data active = a potency from the dose series; inactive = the rest, 99 in 100 with displacement below about 15%; also: strong numbers were not always called active
LYP inhibition: LYP phosphatase inhibitors, primary screen, biochemical, DiFMUP fluorescence, recombinant catalytic domain, 10 µM (AID 606). recombinant LYP catalytic domain, DiFMUP fluorescence; higher % means a stronger effect. one-dose inhibition, % at 10 µM; IC50 in µM for titrated hits. 52,000 tested, under 10 active;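 active = IC50 under 40 µM in the dose-response test; inactive = IC50 of 40 µM or more, or never dose-tested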
Spn MK inh: blocks S. pneumoniae mevalonate kinase. inhibition, % at 10 µM. purified MK, PK/LDH-coupled NADH absorbance 340 nm. actives 0.48% (n = 65,000). AID 555;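 active = ranked among the strongest by inhibition in the single 10 µM screen, a fixed top-ranked set picked for dose follow-up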; also: no value below 0 was filed
KRASV12 cytotoxicity: cytotoxicity in KRAS-transformed pancreatic duct cells, primary screen, cell-based, fluorescence, HTS (AID 431). one-dose cytotoxicity, % at 10 µM; EC50 in µM for titrated hits. actives 1.7% (n = 63,000). HPDE-C7K KRASV12 cells, Alamar Blue viability, 48 h; higher % means a stronger effect;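 active = compounds whose percent cytotoxicity in the single-dose primary screen, scaled between solvent and toxic-drug controls, exceeds 50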;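 also: 0% = DMSO solvent wells and 100% = doxorubicin-treated wells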
PMK inhibit: blocks S. pneumoniae phosphomevalonate kinase; actives 0.49% (n = 65,000); purified PMK, PK/LDH-coupled NADH absorbance 340 nm; AID 539; inhibition, % at 10 µM;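 active = top-ranked compounds by inhibition in the single 10 µM screen, taking a fixed number of the strongest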;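 also: 0% = full reaction with DMSO carrier and 100% = background rate without enzyme reaction; no value below 0 was filed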
PMK inhibit pilot replicates: second read-out of PMK inhibit, no call of its own (marks repeat the call); inhibition, %; measured here: pilot screen replicates
Spn MK inh pilot replicates: second read-out of Spn MK inh, no call of its own (marks repeat the call); inhibition, %; measured here: pilot screen replicates
Spn DPM-DC inh pilot screen %: also measured in Spn DPM-DC inh; calls as there; inhibition, %; measured here: pilot screen trials
Numbers without * were called inactive; i = inactive; . = no result given. Rule as the data show it, unless noted: active = cytotoxicity above about 50%; inactive = the rest.

SMILES	HPDE-C7 cytotoxicity	HT1080 viability	Spn DPM-DC inh	Alkaline phosphatase	Bfl-1 inhibitors	LYP inhibition	Spn MK inh	KRASV12 cytotoxicity	PMK inhibit	others
CCOc1ccc(-c2nnc3n2N=C(c2ccc(OC)cc2)CS3)cc1	0%	12%	i	-3%	-2%	5%	2	-5%	18
CC(C)(C)NS(=O)(=O)c1ccc(CCC(=O)NCc2ccco2)cc1	-9%	3%	i	3%	-7%	.	16	-3%	1
Cc1nc2ccc(F)cc2cc1C(=O)NCC1CCCO1 (stereo not given)	15%	-1%	i	20%	3%	11%	12	9%	8	PMK inhibit pilot replicates=2.5;Spn MK inh pilot replicates=4.0;Spn DPM-DC inh pilot screen %=0.0
CCOC(=O)N1CCC(NC(=O)c2cc3c(-c4cccc(OC)c4)nn(C)c3s2)CC1	-2%	2%	i	15%	-3%	.	5	12%	9
COc1ccccc1NC(=O)CN(c1ccc(C)cc1)S(=O)(=O)c1c(C)n[nH]c1C	4%	3%	i	-9%	3%	.	10	5%	16
CC(C)Nc1nc(NC(C)C)nc(N(C)C#N)n1	-11%	17%	i	17%	-4%	.	8	-13%	0
CCOC(=O)CN1CC23C=CC(O2)C(C(=O)Nc2ccc4c(c2)OCO4)C3C1=O (stereo not given)	-2%	-5%	i	2%	4%	-1%	2	0%	2
COc1cccc(N2CC(O)Cn3c2nc2c3c(=O)n(CCCc3ccccc3)c(=O)n2C)c1 (stereo not given)	1%	1%	i	0%	-11%	-13%	4	8%	0
COc1cccc2cc(C(=O)C3=C(O)C(=O)N(CCN(C)C)C3c3ccc(F)cc3)oc12 (stereo not given)	11%	-19%	i	10%	-7%	.	9	4%	8
CC(C)(CO)NC(=O)CCCOc1ccc(Cl)cc1Cl	11%	1%	i	17%	-6%	-5%	8	6%	0	PMK inhibit pilot replicates=1.5;Spn MK inh pilot replicates=1.0;Spn DPM-DC inh pilot screen %=4.5
C=CCn1c(SCC(=O)N2CCOCC2)nc2sc3c(c2c1=O)CCCC3	-1%	.	i	1%	-7%	-10%	12	-2%	7
O=C(c1ccco1)N1c2ccccc2Sc2ccccc21	4%	0%	i	10%	0%	.	7	4%	18
O=C(CSc1nnc(-c2ccccc2)o1)c1ccc2c(c1)OCCO2	0%	2%	i	9%	-5%	4%	4	-5%	17
CCN1C(=O)/C(=C2\SC(=S)N(CC3CCCO3)C2=O)c2ccccc21 (stereo not given)	-4%	2%	i	4%	2%	7%	0	-6%	0
Cc1noc(C)c1S(=O)(=O)Nc1ccc(C(=O)NC2CCCCC2)cc1	-14%	1%	i	5%	-3%	7%	5	-12%	8
C=CCNc1nc2c(c(=O)n(C)c(=O)n2C)n1CC	-3%	-4%	i	3%	-4%	-7%	3	10%	5
COCCOC(=O)C1=C(C)N=C2SCCC(=O)N2C1c1cccc(Br)c1 (stereo not given)	-6%	-1%	i	-6%	-10%	11%	0	-16%	17
N#CC1=C(N)SC(N)=C(C#N)C1c1c(Cl)cccc1Cl	10%	-22%	i	2%	4%	.	0	8%	15
Cc1oc2c(CN3CCOCC3)c(O)ccc2c(=O)c1-c1ccc(Br)cc1	3%	1%	.	9%	3%	9%	6	5%	12	PMK inhibit pilot replicates=1.0;Spn MK inh pilot replicates=16
Clc1ccc(-c2nnc(-c3ccccc3)o2)c(Cl)c1	-4%	-6%	i	4%	9%	-5%	6	-1%	15
CC(C)n1c(-c2cccnc2)nc2cnccc21	6%	1%	i	9%	-7%	4%	18	-8%	13
O=C(NCC(=O)N1CCC(N2CCCCC2)CC1)C1CCCCC1	1%	-10%	i	4%	2%	-2%	2	15%	0	PMK inhibit pilot replicates=3.0;Spn MK inh pilot replicates=0.0;Spn DPM-DC inh pilot screen %=3.5
O=S(=O)(NCCCCCNS(=O)(=O)c1ccc(F)cc1)c1ccc(F)cc1	-4%	-8%	i	4%	-2%	.	12	7%	7
COc1ccc(C)cc1-n1nnnc1SCC(=O)NC(=O)NCc1ccco1	0%	-3%	i	4%	5%	14%	1	5%	1	PMK inhibit pilot replicates=4.0;Spn MK inh pilot replicates=0.5;Spn DPM-DC inh pilot screen %=0.0
Cc1ccc(CNc2nc3c([nH]2)c(=O)n(C)c(=O)n3C)cc1	-18%	4%	i	14%	3%	7%	6	-19%	0
O=C(CSc1nc(-c2ccccc2)nc2c1CCCC2)N1CCOCC1	-21%	8%	i	14%	-1%	4%	2	-14%	7
O=C(CCCCCNc1nc(=S)[nH]c2ccccc12)N1CCN(c2ccccn2)CC1	8%	1%	i	1%	0%	-8%	0	6%	1

12 structures out of the list, ordered by SMILES length, smallest number first.
SMILES	HPDE-C7 cytotoxicity	HT1080 viability	Spn DPM-DC inh	Alkaline phosphatase	Bfl-1 inhibitors	LYP inhibition	Spn MK inh	KRASV12 cytotoxicity	PMK inhibit	others
CC(C)(CO)NC(=O)CCCOc1ccc(Cl)cc1Cl	11%	1%	i	17%	-6%	-5%	8	6%	0	PMK inhibit pilot replicates=1.5;Spn MK inh pilot replicates=1.0;Spn DPM-DC inh pilot screen %=4.5
C=CCNc1nc2c(c(=O)n(C)c(=O)n2C)n1CC	-3%	-4%	i	3%	-4%	-7%	3	10%	5
Clc1ccc(-c2nnc(-c3ccccc3)o2)c(Cl)c1	-4%	-6%	i	4%	9%	-5%	6	-1%	15
O=C(CSc1nc(-c2ccccc2)nc2c1CCCC2)N1CCOCC1	-21%	8%	i	14%	-1%	4%	2	-14%	7
CCOc1ccc(-c2nnc3n2N=C(c2ccc(OC)cc2)CS3)cc1	0%	12%	i	-3%	-2%	5%	2	-5%	18
COc1ccc(C)cc1-n1nnnc1SCC(=O)NC(=O)NCc1ccco1	0%	-3%	i	4%	5%	14%	1	5%	1	PMK inhibit pilot replicates=4.0;Spn MK inh pilot replicates=0.5;Spn DPM-DC inh pilot screen %=0.0
C=CCn1c(SCC(=O)N2CCOCC2)nc2sc3c(c2c1=O)CCCC3	-1%	.	i	1%	-7%	-10%	12	-2%	7
COCCOC(=O)C1=C(C)N=C2SCCC(=O)N2C1c1cccc(Br)c1 (stereo not given)	-6%	-1%	i	-6%	-10%	11%	0	-16%	17
Cc1oc2c(CN3CCOCC3)c(O)ccc2c(=O)c1-c1ccc(Br)cc1	3%	1%	.	9%	3%	9%	6	5%	12	PMK inhibit pilot replicates=1.0;Spn MK inh pilot replicates=16
CCN1C(=O)/C(=C2\SC(=S)N(CC3CCCO3)C2=O)c2ccccc21 (stereo not given)	-4%	2%	i	4%	2%	7%	0	-6%	0
O=C(CCCCCNc1nc(=S)[nH]c2ccccc12)N1CCN(c2ccccn2)CC1	8%	1%	i	1%	0%	-8%	0	6%	1
COc1ccccc1NC(=O)CN(c1ccc(C)cc1)S(=O)(=O)c1c(C)n[nH]c1C	4%	3%	i	-9%	3%	.	10	5%	16

From PubChem
